NPYLR7 agonist: mosquito NPYLR7 agonism. activation, % at 10 µM. 270,000 compounds, 0.15% hits. HEK293T NPYLR7/Galpha15, GCaMP6s calcium fluorescence; in the data active = activation above about 40%;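 also: 0% = vehicle and 100% = reference agonist at the receptor; some compounds past the cut are filed as inactive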
mcGAS lum: blocks mouse cGAS activity; recombinant cGAS, Kinase-Glo ATP depletion luminescence; inhibition, % at 12.5 µM; 160,000 compounds, 0.15% hits; AID 1259399;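 also: 0% = negative control wells and 100% = reference inhibitor with no enzyme activity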
hcGAS inh: human cGAS inhibition; Q8N884; recombinant h-cGAS, ATP depletion, Kinase-Glo luminescence; inhibition, % at 12.5 µM; 290,000 compounds, 0.081% hits;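 also: 0% = vehicle reaction and 100% = reaction without DNA for no activity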
Target sequence (Q8N884 whole entry, looked up): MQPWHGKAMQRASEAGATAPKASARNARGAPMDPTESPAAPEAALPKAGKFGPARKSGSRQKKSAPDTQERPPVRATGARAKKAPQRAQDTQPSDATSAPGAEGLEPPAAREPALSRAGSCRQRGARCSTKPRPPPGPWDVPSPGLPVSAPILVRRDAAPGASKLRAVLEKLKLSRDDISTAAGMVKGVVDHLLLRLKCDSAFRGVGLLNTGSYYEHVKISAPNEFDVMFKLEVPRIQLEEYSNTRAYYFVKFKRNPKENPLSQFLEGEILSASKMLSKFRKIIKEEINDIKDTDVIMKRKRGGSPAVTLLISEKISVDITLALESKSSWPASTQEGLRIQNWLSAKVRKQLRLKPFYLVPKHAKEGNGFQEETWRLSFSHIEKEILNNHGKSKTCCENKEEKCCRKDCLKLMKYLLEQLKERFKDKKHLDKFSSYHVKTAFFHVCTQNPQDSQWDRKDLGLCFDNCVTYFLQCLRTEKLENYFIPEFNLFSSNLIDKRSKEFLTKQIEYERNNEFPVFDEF
Numbers without * were called inactive; / = no result given; & = joins results of further samples; ! = not confirmed by another sample. Rule as the data show it, unless noted: active = inhibition above about 40%; inactive = the rest.

SMILES	NPYLR7 agonist	mcGAS lum	hcGAS inh
CC(C(=O)NCCn1cccc1)n1ccnc1-c1ccccc1 (stereo not given)	0.7	/	-3.7
O=C(NCCN1CCCC1)C1CC(=O)N(C2CCCCC2)C1 (stereo not given)	3.6	/	-2.8
CCC(=O)C1=C(c2ccccc2)N(C(=O)CC)n2c(nnc2-c2ccc(C)cc2)S1	11.2	/	-7.2
COCCN(C(=O)Nc1ccccc1F)C1CCC2(CC1)C(=O)N(C)CCc1ccccc12 (stereo not given)	18.8	/	-6.6
O=C(NCc1cccnc1)c1nn(-c2ccc(F)cc2)c2c1CCCC2	-18.2	0.0	4.3
COc1ccc(CN(CCc2c[nH]c3ccccc23)C(=O)CN(C(=O)C2CCC2)C2CC2)cc1	-6.1	0.0	3.1
Cc1cccc(CSc2nnc(CNC(=O)Nc3ccc(C)cc3C)n2-c2cc(Cl)ccc2Cl)c1	6.1	-2.4	1.0
Cc1cc(C)n(S(=O)(=O)c2ccc3c(c2)C(=O)c2ccccc2C3=O)n1	-12.2	5.4	-2.0
COC(=O)c1cccc(C2CC(=O)Nc3cc4c(cc32)OCC(=O)N4C)n1 (stereo not given)	11.3	/	-4.8
Cc1noc2nc(-c3ccco3)cc(C(=O)NCCC3=CCCCC3)c12	9.5	/	2.6
C=C(C)[C@H]1CC=C(C(=O)O)CC1	/	0.6	0.6
CC(=O)Nc1nc2sc(C)c(C)c2c(=O)s1	1.4	/	-3.2
CCC(C)N(Cc1ccncc1)C(=O)c1nn(C)c2ccccc12 (stereo not given)	-2.9	/	-6.1
Cn1ccsc1=NC(=O)c1cccc(NC(=O)c2ccc(F)cc2)c1	4.9	/	-0.6
Cc1cccc2c(=O)n(CCC(=O)NC(C)c3cccs3)cnc12 (stereo not given)	-1.3	/	-8.9
COc1ccc(Cl)cc1NS(=O)(=O)c1cc(F)ccc1F	-3.7	-7.5	-4.5
Cc1cc(C)c(C)c(S(=O)(=O)N2CCC(C(=O)N3CCCCC3C)CC2)c1C (stereo not given)	5.1	-6.7	-4.3
CCOC(=O)c1ccc2c(c1)nc(SCc1cc(OC)cc(OC)c1)n2CCOC	2.6	0.4	1.6
CCc1ccc2c(c1)NC(=O)C2(C)Cc1ccccc1F (stereo not given)	1.4	-2.7	2.6
O=C(NC1CCCc2ccccc21)C(C1CCCC1)N1CCN(C(=O)c2cccc(F)c2)CC1 (stereo not given)	-5.0	-4.9	-5.0
O=C(c1nn(-c2ccccc2)c(=O)c2ccccc12)N1CCC(C(=O)N2CCOCC2)CC1	4.4	/	-8.7
Cc1ccn2c(=O)cc(COC(=O)CCNC(=O)c3ccc(Cl)cc3)nc2c1	13.6	/	-14.5
CC(C)c1nc(CCN(C)C(=O)c2nc3c(s2)CCCC3)no1	-3.0	-14.4	-1.4
Cc1ccc(-c2nc3ccccn3c2NC(=O)CC(C)C)cc1	-4.9	-7.6	-8.1
Cc1[nH]c(C2CCCN2C(=O)Nc2nncs2)nc1-c1ccccc1 (stereo not given)	0.4	-17.6	-10.8
Cc1noc(C)c1S(=O)(=O)N1CCC(C(=O)NCc2ccc3c(c2)OCCO3)CC1	-0.9	-5.1	-3.9
O=C(Nc1cccc(-n2cccn2)c1)C1CCCN(C2CCSCC2)C1 (stereo not given)	9.6	/	-2.4
Cc1cc2c(c(=O)[nH]1)C(=O)OC2	-1.4	/	-3.6
CC(c1ccc(-n2cncn2)cc1)N(C)C(=O)CCCNC(=O)c1cccs1 (stereo not given)	-1.0	/	2.3
COc1cccc(-c2cccc(-c3ccc(NC(=O)C(C)(C)OC(C)=O)cc3)n2)c1	-4.2	-4.3	-0.3

Pulled by structure from the list above (five):
SMILES	NPYLR7 agonist	mcGAS lum	hcGAS inh
Cc1ccn2c(=O)cc(COC(=O)CCNC(=O)c3ccc(Cl)cc3)nc2c1	13.6	/	-14.5
Cc1cc(C)c(C)c(S(=O)(=O)N2CCC(C(=O)N3CCCCC3C)CC2)c1C (stereo not given)	5.1	-6.7	-4.3
Cc1noc2nc(-c3ccco3)cc(C(=O)NCCC3=CCCCC3)c12	9.5	/	2.6
Cc1ccc(-c2nc3ccccn3c2NC(=O)CC(C)C)cc1	-4.9	-7.6	-8.1
Cn1ccsc1=NC(=O)c1cccc(NC(=O)c2ccc(F)cc2)c1	4.9	/	-0.6

Additional compounds
SMILES	NPYLR7 agonist	mcGAS lum	hcGAS inh
Cc1cc(CC(=O)N2CCN(C(=O)CCC(C)C)CC2)no1	5.4	-15.2	-7.9
Cc1ccc(-n2c(Cc3ccccc3)nnc2SCc2ccc(C(=O)O)cc2)cc1	-1.9	-5.8	-1.8
O=C(/C=C/c1ccc2c(c1)OCO2)N1CCCC2CCCCC21 (stereo not given)	-6.9	-3.3	-2.3
COc1ccc(-c2csc(N3N=C(c4ccccc4)/C(=N/Nc4ccc(Cl)cc4C(=O)c4ccccc4)C3=O)n2)cc1	16.3	4.7	29.8
O=C(Oc1cccc2cccnc12)c1ccc(F)cc1	-2.5	-4.9	2.3
Cc1ccc2nc(SCc3cccc(C(F)(F)F)c3)nc(=O)n2c1	2.5	-0.4	0.2
CCOc1nc(-c2ccc(C)cc2)n(-c2cccc(NC(=O)c3ccc(C(F)(F)F)cc3)c2)n1	7.2	-3.5	-2.8
CCOC(=O)C(c1cccc(OC)c1)C1C=CC(NC(=O)c2cccs2)C1 (stereo not given)	4.7	0.0	2.9
Cc1ccc(C)c(C(NC(=O)c2cc(C)nc(N)n2)c2cccnc2)c1 (stereo not given)	-3.3	/	-6.9
COc1ccc(-c2cn3nc(CNc4ccc(F)cc4)n4c3c2CCCC4)cc1OC	7.2	/	-9.9
CCOC(=O)c1cnc(-c2ccccc2)nc1NCCc1cccc(OC)c1	-5.4	3.2	2.7
N#Cc1cccnc1NCC1CCCc2ccccc21 (stereo not given)	2.2	/	-4.3
O=C(NC(C(=O)NCc1ccco1)C1CCN(C(=O)C2CCCC2)CC1)c1ccc(F)cc1 (stereo not given)	-3.8	-5.8	-4.7
C=CCNC(=O)C(NC(=O)c1cccc(OC)c1)C1CCN(C(=O)c2ccc(F)cc2)CC1 (stereo not given)	5.5	-5.4	-6.0
Cc1cc(C)cc(OCCNC(=O)c2ccc(F)c(F)c2)c1	-7.4	/	-3.8
CCOC(=O)C1CCN(CC(=O)N2N=C(c3ccccc3OC)CC2c2ccccc2)CC1 (stereo not given)	12.4	-5.8	-5.8
CC(C)(C)c1ccc(C(=O)N2CCCC(CO)(Cc3ccccc3F)C2)cc1 (stereo not given)	6.8	/	-9.4
CCOC(C)c1noc(COc2ccc(C=O)cc2)n1 (stereo not given)	-0.5	/	-4.3
CCCCc1ncc(CN2CCN(S(=O)(=O)c3ccccc3)CC2)[nH]1	0.6	/	-6.3
O=c1oc2ccccc2cc1-c1csc(Nc2cccc3ccccc23)n1	-4.4	-5.6	-5.3
COCCN(Cc1cccc(OS(=O)(=O)c2cccc(C(F)(F)F)c2)c1)C(=O)c1ccc(F)cc1	0.8	-4.1	-1.3
COc1cccc(C(=O)N(CCN2CCOCC2)Cc2c(-c3ccccc3)noc2N2CCCC2)c1	9.0	-7.2	-4.2
Cc1cccc(NC(=O)CN2CCN(C(=O)CN3C(=O)NC4(CCCCC4)C3=O)CC2)c1C	-8.5	/	-3.8
CCOc1ccc(-c2nc3ccc(C)cn3c2Nc2c(C)cccc2C)cc1	2.0	-8.3	-5.4
Cc1ccc(-c2cc(C(=O)N3CCCC(O)C3)c3c(C)noc3n2)s1 (stereo not given)	2.7	/	-8.0
C[C@@H](NC(=O)OC(C)(C)C)C(=O)N1CCCC(N2CCCC2)C1 (stereo not given in full)	3.6	/	7.4
CCOc1ccc(S(=O)(=O)NC2=NCCCCC2)cc1	-1.4	-8.0	-8.6
CC(C)(C)C(=O)Nc1ccnn1C1CCN(C(=O)Cc2cccc3ccccc23)CC1	6.0	/	-1.0
NS(=O)(=O)c1ccc(NC(=O)C2CCCN(c3ccc(-c4ccco4)nn3)C2)cc1 (stereo not given)	-9.0	-7.6	-4.3
COc1ccc(Nc2nc(N)nc(CSc3ncccn3)n2)cc1	-4.4	/	-11.0
O=C(O)c1ccccc1-c1c(-c2ccccc2)ncn1CC1COCCO1 (stereo not given)	3.8	-10.8	-5.7
Cc1cc2cc(CCNC(=O)C(C)Oc3ccccc3)c(=O)[nH]c2cc1C (stereo not given)	8.7	-0.4	5.5
CC(C)N(C(=O)CSc1ccc(NC(=O)c2ccccc2)nn1)C(C)C	14.4	-5.9	-0.2
Cc1ccc(C(=O)NCC(O)c2ccc(Cl)s2)c(=O)[nH]1 (stereo not given)	2.3	/	-5.9
O=C(CN1CCN(Cc2ccsc2)CC1)Nc1cccc(Cl)c1Cl	10.2	/	-5.9
CN(CCc1nc2ccc(F)cc2[nH]1)C(=O)CS(C)(=O)=O	11.4	/	-3.0
c1ccc(NC2CCCN(C3CCCC3)C2)cc1 (stereo not given)	-6.1	/	-4.9
CCN(C(=O)c1ccc(-c2ccccc2)n1C)C1CC(=O)NC1=O (stereo not given)	1.0	-9.1	-4.0
O=C(Cn1ncc(Cl)c(Cl)c1=O)c1cc(F)ccc1F	2.5	/	-6.5
CC(=O)Nc1ccc(SCCCC(=O)Nc2ccc(F)c(Cl)c2)nn1	1.1	-7.5	-10.7
CN(Cc1ccc(OC(F)F)cc1)S(=O)(=O)c1cccc(C#N)c1	0.0	-9.4	-5.4
CC(C)c1ccc(-c2nnc(NC(=O)C3=COCCO3)s2)cc1	-0.8	/	-0.4
CCCCCn1cc(C2CCN(S(=O)(=O)c3c(F)c(Br)cc(F)c3Br)CC2)c2ccccc21	27.4	-8.2	-7.1
CCCCC(CC)CN=C(N)NC(N)=NCCCCCCN=C(N)NC(N)=NCC(CC)CCCC (stereo not given)	45.8*!	-5.0&0.7	3.7&-6.7&0.4
COCc1cc(C)nc(N/N=C\c2cc(Br)ccc2OC)c1C#N	-0.6	-6.9	-4.8
CCOC(=O)C1=C(C)N=c2s/c(=C\c3ccc(Cl)c(Cl)c3)c(=O)n2C1c1cccs1 (stereo not given)	8.9	-4.7	-1.7
Cc1ccc(-n2nc(C)c3c(=O)c(C(=O)N4CCc5ccccc54)c[nH]c32)cc1	9.0	-9.9	-13.2
O=C(NC1CC1)C1CCN(C(=O)c2sccc2-n2cccc2)CC1	2.1	-3.4	-7.9
CCCC1(NC(=O)Cc2ccc(F)c(F)c2F)CC1	-2.0	/	6.4
CC(c1nc2ccccc2c(=O)[nH]1)N1CCN(S(=O)(=O)c2c(Cl)cccc2Cl)CC1 (stereo not given)	-1.2	/	-2.3
O=C(c1ccc(-c2cccnc2)nc1)N1CCCN(C2CCCCC2)CC1	0.0	/	-6.6
Cc1c(OCc2nn[nH]n2)ccc2c1oc(=O)c1ccccc12	-6.6	32.2	29.1
Cc1ccccc1N1CCN(S(=O)(=O)c2ccc(F)cc2)CC1	1.4	/	-7.0
NCC1Cc2cc(-c3cnccn3)cc(Cl)c2O1 (stereo not given)	-1.6	/	0.8
Cn1c(SCC(=O)NC23CC4CC(CC(C4)C2)C3)nc2sc3c(c2c1=O)CCCC3	3.4	/	-7.3
CCOC(=O)c1ccc(OC2CC3CCC(C2)N3C(=O)c2ccc(CSc3nnnn3C)cc2)cc1 (stereo not given)	11.5	-7.9	-16.0
CN(C)CCN(C)C(=O)c1ccc(-c2cccc(N(C)C)c2)nc1NCC1CC1	-0.8	-2.9	-2.5
Fc1ccc(CN2CCCn3cccc3C2c2cccc(Oc3ccccc3)c2)cc1Cl (stereo not given)	23.2	-4.2	-5.4
Cc1nccn1-c1ccccc1CNC1CCC2(CCNCC2)CC1	-2.3	-10.6	1.6
C=CCn1c(=NC(=O)c2ccc(N3C(=O)CCC3=O)cc2)sc2cccc(OC)c21	1.8	-5.8	-5.0

Carrying on.
SMILES	NPYLR7 agonist	mcGAS lum	hcGAS inh
COc1ccc(C(=O)CSc2nc3sc(C)cc3c(=O)n2C)cc1	-7.3	/	4.1
CCc1ccc(C2Nc3ccccc3N=C3CC(c4ccccc4)CC(=O)C32)cc1 (stereo not given)	-3.6	-3.9	-6.4
O=C(N1CCSCC1)C1(O)Cc2ccccc2C1	4.9	/	16.4
COc1ccc(C(=O)N(Cc2nc3cc(Cl)ccc3o2)C2CC2)c(OC)c1	2.7	0.8	-1.0
C(=NNc1nc2ccccc2o1)c1ccc(N2CCOCC2)s1	2.2	/	3.9
Cc1nc(N(C)C2CCCCC2)ncc1C(C)NC(=O)C1CCOCC1 (stereo not given)	5.7	/	-8.2
CC(C)CC(=O)NNC(=O)C(C)N1CC(C)OC(C)(C)C1 (stereo not given)	13.9	/	-6.6
Cc1ccc(S(=O)(=O)Nc2ccc(Nc3cc(-c4cccc5ccccc45)ncn3)cc2)cc1	8.1	/	-7.4

Another view of some results above:
Every second line gives: NPYLR7 agonist	mcGAS lum	hcGAS inh
- O=C(N1CCSCC1)C1(O)Cc2ccccc2C1
  4.9	/	16.4
- COc1ccc(C(=O)N(Cc2nc3cc(Cl)ccc3o2)C2CC2)c(OC)c1
  2.7	0.8	-1.0
- C(=NNc1nc2ccccc2o1)c1ccc(N2CCOCC2)s1
  2.2	/	3.9
- Cc1nc(N(C)C2CCCCC2)ncc1C(C)NC(=O)C1CCOCC1 (stereo not given)
  5.7	/	-8.2
- CC(C)CC(=O)NNC(=O)C(C)N1CC(C)OC(C)(C)C1 (stereo not given)
  13.9	/	-6.6
